# PAFAH1B3 inh: inhibitors of human PAFAH1B3; recombinant PAFAH1B3, FP-rhodamine probe, fluorescence polarization; inhibition, % at 3.39 µM; hit rate 0.28% among 340,000; AID 492972;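 active = inhibition above the screen-wide average of all tested compounds plus 3 SD, cut at about 25% in these data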;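 also: 0% = enzyme with DMSO only and 100% = wells lacking PAFAH1B3 protein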
# Target sequence (Q15102 whole entry, looked up): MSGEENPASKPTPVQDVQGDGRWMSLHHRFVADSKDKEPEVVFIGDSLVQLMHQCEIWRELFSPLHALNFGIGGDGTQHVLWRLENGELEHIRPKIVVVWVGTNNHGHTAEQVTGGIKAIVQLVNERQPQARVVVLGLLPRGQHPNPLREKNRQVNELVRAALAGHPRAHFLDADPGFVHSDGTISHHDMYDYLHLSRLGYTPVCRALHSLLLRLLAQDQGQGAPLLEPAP
# PAFAH1B2 FP inh: PAFAH1B2 (human) inhibition; hit rate 1.2% among 340,000; recombinant PAFAH1B2, FP-rhodamine activity probe, fluorescence polarization; AID 492953; P68402; inhibition, % at 3.39 µM;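 active = inhibition above the mean of all tested compounds plus 3 SD, cut at about 24% in these data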;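 also: 0% = enzyme with DMSO and 100% = wells lacking PAFAH1B2; many of its hits are not listed in these tables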
# Target sequence (P68402 whole entry, looked up): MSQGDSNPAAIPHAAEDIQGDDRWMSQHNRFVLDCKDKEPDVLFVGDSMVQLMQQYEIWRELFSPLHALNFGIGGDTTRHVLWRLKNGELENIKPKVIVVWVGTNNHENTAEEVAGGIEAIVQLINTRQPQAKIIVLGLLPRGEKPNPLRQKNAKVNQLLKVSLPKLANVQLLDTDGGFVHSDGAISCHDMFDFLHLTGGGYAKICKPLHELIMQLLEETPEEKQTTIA
# PAFAH2 inh: PAFAH2 (human) inhibition. AID 492956. hit rate 0.99% among 340,000. recombinant PAFAH2, FP-rhodamine activity probe, fluorescence polarization. inhibition, % at 3.39 µM;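 active = inhibition above the mean over all tested compounds plus 3 SD, cut at about 30% in these data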;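 also: inhibitors block probe labeling of enzyme so polarization drops; 0% = enzyme with DMSO and 100% = wells lacking PAFAH2 protein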
# Numbers without * were called inactive. A portion of the library; the hit share may differ from the screen's.
PAFAH1B3 inh	PAFAH1B2 FP inh	PAFAH2 inh	Structure
3.8	2.9	38.9*	COc1cccc(CC(=O)Nc2cc(S(=O)(=O)N3CCOCC3)ccc2OC)c1
5.9	1.8	0.8	CCN(C(=O)COC(=O)CNC(=O)C1CCCCC1)c1ccccc1
4.5	5.9	2.3	CSc1ccccc1OCc1cc(C(=O)NCCC2CCCCO2)no1 (configuration not stated)
2.8	1.7	2.9	O=C(CC(=O)c1ccncc1)c1ccccc1
9.2	4.8	-0.9	COc1ccc(CCNC(=O)CN2CCC(n3nnc4cc(F)ccc43)CC2)cc1OC
3.0	3.2	-1.4	O=C(N/N=C/c1ccccc1)C1CCCN1C(=O)c1cc([N+](=O)[O-])cc([N+](=O)[O-])c1 (configuration not stated)
-0.5	3.5	6.4	Nc1ccc2c(c1)OC1(CCCCC1)O2
-0.2	5.6	4.8	Cc1c(/C(O)=C2\C(=O)C(=O)N(CCCN(C)C)C2c2ccco2)cnn1-c1ccccc1 (configuration not stated)
8.1	16.9	1.8	CN(C)S(=O)(=O)c1cccc(NC(=O)c2sccc2-c2ccccc2)c1
1.7	6.7	-2.5	CC(OC(=O)CCNS(=O)(=O)c1ccccc1)C(=O)Nc1ccc(S(=O)(=O)N2CCCCC2)cc1 (configuration not stated)
1.4	9.2	0.5	CCCn1cnc2c(SCc3ccc(Cl)cc3)nc(N)nc21
-4.4	5.6	-3.1	COc1ccccc1CNC(=O)c1cccc(S(=O)(=O)N2CCCC2)c1
-6.9	0.6	8.5	COc1cccc(C2/C(=C(/O)c3ccccc3)C(=O)C(=O)N2CCCC(=O)O)c1 (configuration not stated)
3.9	4.1	2.8	CCN(CC)S(=O)(=O)c1ccc(N2CCOCC2)c(NC(=O)CSCc2c(C)noc2C)c1
-2.2	10.2	0.4	Cc1onc(-c2ccccc2Cl)c1C(=O)N(C)Cc1ccccc1
3.0	4.3	2.7	CC(C)(C)OC(=O)N1CCN(Cc2ccc(F)c(B(O)O)c2)CC1
8.5	7.1	-1.4	COc1ccc(NC(=O)CCC(=O)c2ccc(C(C)C)cc2)cc1
4.9	-1.5	1.8	Cc1ccccc1-c1cccc([C@@H]2C[C@H]3[C@H](CON3C)CN2C)c1
21.2	21.5	25.4	COc1cc(/C=C2/C(=O)NN(c3ccc(C)c(Cl)c3)C2=O)cc([N+](=O)[O-])c1O
3.9	2.6	4.4	O=C(O)c1ccccc1C(=O)c1cccc2c(F)cccc12
3.4	3.7	-4.0	Cc1ccc(C)c(S(=O)(=O)NCc2ccc3c(c2)OCO3)c1
-0.1	3.6	8.5	O=C(Nc1ccccc1)Nc1ncc([N+](=O)[O-])s1
5.5	9.8	12.1	NC(CSC(c1ccccc1)(c1ccccc1)c1ccccc1)C(=O)O (configuration not stated)
2.4	2.7	3.8	CCC(C)C(N)C1=NC(C(=O)N[C@@H](CC(C)C)C(=O)N[C@H](CCC(=O)[O-])C(=O)N[C@H](C(=O)N[C@H]2CCCCNC(=O)[C@H](CC(N)=O)NC(=O)[C@@H](CC(=O)[O-])NC(=O)[C@H](Cc3cnc[nH]3)NC(=O)[C@@H](Cc3ccccc3)NC(=O)[C@H]([C@@H](C)CC)NC(=O)[C@@H](CCCN)NC2=O)[C@@H](C)CC)CS1.[Zn+2] (some centres not stated)
2.2	3.4	1.4	CCC1c2ccccc2C(=O)C1C(N)=O (configuration not stated)
13.5	5.9	9.4	O=C(COC(=O)c1ccc(Cl)c(S(=O)(=O)N2CCCCC2)c1)NCCc1ccccc1
-3.0	8.7	-3.5	O=C(Nc1ccccc1)C(c1ccccc1)C1CCCC1 (configuration not stated)
4.8	9.3	6.2	O=C(CNC(=O)OCc1ccccc1)OC(c1ccccc1)c1ccccc1
5.4	9.5	7.2	CC(=O)C1=CN(CC2CCCCC2)CCC1=O
0.4	7.1	0.1	CCC(=O)N(CCc1ccccc1)Cc1cc2cc(C)ccc2[nH]c1=O

PAFAH1B3 inh	PAFAH1B2 FP inh	PAFAH2 inh	Structure
-0.1	-5.2	-0.9	Cc1ccc(OCCC(=O)OCC(=O)Nc2ccc(C)c(S(=O)(=O)N3CCOCC3)c2)cc1
10.0	8.4	4.3	COc1ccc(/C=C(/NC(=O)c2ccccc2)C(=O)N/N=C/c2ccc3c(c2)OCO3)cc1OC
-9.4	-1.3	4.9	COc1ccccc1/C=C/C(=O)/C=C/c1ccccc1O
2.4	2.1	-4.4	CCn1cc(C=C2C(=O)c3ccccc3C2=O)c2ccccc21
18.5	15.2	23.8	Cc1ccc([N+](=O)[O-])cc1N=Nc1c(-c2ccc([N+](=O)[O-])cc2)[nH]n(C(N)=S)c1=O
3.7	-3.4	5.5	CCCCn1c(N)c(NCC)c(=O)[nH]c1=O
3.1	4.4	-0.2	CCC(C)[C@H](N)C(=O)NC[C@H]1CC[C@H](C(=O)N[C@@H](Cc2ccccc2)C(=O)O)CC1 (some centres not stated)
1.5	2.9	-1.2	Cc1ccc(NC(=O)C(=O)c2c[nH]c3ccccc23)cc1
4.2	1.0	8.8	Cc1ccc(S(=O)(=O)NCc2csc(C)n2)cc1
-0.7	1.5	-2.5	COc1ccc(-c2nc(NC(=O)c3c(C)noc3C)sc2C)cc1
2.8	1.2	-7.9	COc1ccc(Cl)c(CNC[C@H]2O[C@@H](n3cnc(C(N)=O)n3)[C@H](O)[C@@H]2O)c1
3.7	9.0	-5.0	C=C1C(=O)OC2CC1C(O)CC(C)=CCCC(C)=CC(O)CC2C (configuration not stated)
7.0	0.7	25.4	COc1ccccc1C=CC(=O)C=Cc1ccccc1OC
5.0	-3.9	-6.7	Cc1cc(C)nc(Nc2n[nH]c(COc3cccc4ccccc34)n2)n1
2.6	0.1	4.9	CCOC(=O)c1ccc2ncc(-c3ccccc3)nc2c1
5.5	4.5	1.9	Cc1ccc(C(=O)NCCc2nnc(SCC(=O)Nc3cccc(C(=O)O)c3)n2C)cc1
3.5	30.8*	6.0	CC(Sc1ccc(S(=O)(=O)N2CCN(C)CC2)cn1)C(=O)NC1(C#N)CCCCC1 (configuration not stated)
0.9	1.6	2.5	CCOC(=O)CC1=NN(c2ccccc2)C(=O)C1=c1sc(=C2SC(C)=C(C)N2CC)c(=O)n1CC
4.6	2.9	0.6	Cc1cccc(-c2ccc3c(c2)C2CC3CCN2C(=O)OCc2ccccc2)c1 (configuration not stated)
-1.4	1.1	3.4	CCOc1ccc(CC(=O)N/N=C(\C)c2cccnc2)cc1
12.8	8.7	-3.0	O=C1[C@H](Cc2ccccc2)NCCCC[C@@H](c2ccc(Cl)cc2)N1Cc1ccccc1
10.1	1.6	0.9	COc1ccc2nc3cc(Cl)ccc3c(Nc3ccc(O)c(CN4CCN(C)CC4)c3)c2c1
-0.1	8.3	-1.0	CCC1CN(C(=O)NCc2ccc(F)cc2)c2ccccc2O1 (configuration not stated)
4.2	6.3	7.8	Cc1ccc(S(=O)(=O)NC2(C(=O)O)CCCC2)cc1
2.4	-3.5	-2.6	COc1ccc(CCNC(=S)NNC(=O)c2c(Br)c(C)nn2C)cc1OC
76.2*	57.6*	89.2*	O=S(=O)(O)c1ccc(O)c2cc(Nc3ccccc3)ccc12
-2.2	-0.7	4.9	CN(C)C(CNC(=O)c1cc2ccccc2o1)c1ccccc1 (configuration not stated)
6.3	0.6	7.9	CC(=O)Nc1ccc(S(=O)(=O)N2CCN(c3ccc([N+](=O)[O-])cc3)CC2)cc1
1.4	0.1	-0.5	CC(=O)OCC(=O)C1(O)CCC2C3CC(C)C4=CC(=O)C=CC4(C)C3(F)C(O)CC21C (configuration not stated)
9.1	1.6	2.4	O=C(NCc1ccccn1)c1cccc(S(=O)(=O)Nc2ccc(F)cc2)c1

PAFAH1B3 inh	PAFAH1B2 FP inh	PAFAH2 inh	Structure
5.1	5.0	-6.3	C=CCN(CC=C)CC(=O)Nn1c(C)ccc1C
10.3	3.7	14.5	O=C1OC(c2cccs2)=N/C1=C/c1ccc(-c2cccc(C(=O)O)c2)o1
3.8	-0.9	5.8	O=[N+]([O-])c1cc(F)cc(F)c1Nc1ccc(F)cc1
5.1	0.6	14.4	CCN(CC)c1ccc(S(=O)(=O)N2CCOCC2)cc1NC(=O)COC(=O)C1=COCCO1
6.5	1.2	-4.1	CC(C(=O)c1ccccc1)C(O)c1ccccn1 (configuration not stated)
-0.6	-1.1	-5.7	COc1ccccc1-c1ocnc1C(=O)Nc1ccc(N2CCOCC2)cc1N1CCOCC1
3.9	-1.6	-7.8	COC(C[C@H](O)[C@@H](C)[C@H](O)COCc1ccccc1)OC
5.1	-0.7	-5.2	CCc1c(N)nc(N)nc1Nc1ccccc1Cl
6.7	3.7	9.2	CC(C)c1ccc(N(C(=O)c2snc(C(N)=O)c2N)C(C(=O)NCC2CCCO2)c2ccc(N(C)C)cc2)cc1 (configuration not stated)
5.3	-1.7	-0.3	CCCCn1c2nc3ccccc3nc2c2c(=N)oc(C)nc21
4.2	3.4	6.0	Cc1ccc(C(=O)Cc2ccccc2)cc1
9.8	2.2	13.0	Cc1ccc(S(=O)(=O)N2CCN(C(=O)COC(=O)CSc3ccc(C)c(C)c3)CC2)c(C)c1
-5.3	-6.7	-5.2	COc1c(C)cccc1C(=O)NC(=S)Nc1cccc2nsnc12
2.3	3.9	-3.9	COc1ccccc1C(=O)Cc1ccccc1
3.8	-0.5	3.2	O=C(Cc1ccccn1)c1ccncc1
9.4	6.3	-0.9	Cc1cc(CNC[C@H]2O[C@@H](n3cnc(C(N)=O)n3)[C@H](O)[C@@H]2O)c(C)n1-c1cccnc1
-5.3	-0.1	6.2	O=C1NC(=S)NC1=Cc1ccc(Cl)cc1Cl
-6.8	4.0	12.9	CC[C@]12C(=O)N(C)C[C@H]([C@@H]3C(=O)N(Cc4ccccc4)C(=O)[C@@H]31)N2C(=O)c1ccc(C(C)(C)C)cc1
3.2	4.0	1.9	COc1cccc(COC(=O)C2CCN(S(=O)(=O)c3ccc(F)cc3)CC2)c1OC
6.8	1.5	2.6	CCOC(=O)N1CCC(NC(=O)C2CCN(Cc3nc(-c4ccc(CC)cc4)oc3C)CC2)CC1
7.1	2.5	2.8	CN(C(=O)c1ccc(NC(=O)Cc2cccc(NC(=O)C3CCCN(C(=O)C4CCCC4)C3)c2)cc1)C1CC1 (configuration not stated)
14.5	3.9	-4.5	Nc1nc(N)nc(C2C=CCCC2)n1 (configuration not stated)
0.1	5.7	-4.2	CCN(CC)CCOc1ccc(C=NNc2nc3c([nH]2)c(=O)n(C)c(=O)n3C)cc1
7.0	5.8	3.5	Cc1c(O)ccc2c(CC(=O)N[C@@H](Cc3ccccc3)C(=O)O)cc(=O)oc12
-4.5	-0.4	0.9	CCCc1cc(C(=O)Nc2ccc(C(=O)OC)cc2)cs1
11.6	10.4	3.9	N#Cc1ccc(CC(=O)c2ccccc2)[nH]c1=O
6.4	1.9	4.5	O=C(Cc1c(F)cccc1Cl)Nc1cc(S(=O)(=O)N2CCOCC2)ccc1N1CCOCC1
3.2	-0.6	6.5	COCCSc1ccccc1C(=O)N1CCc2ccccc21
-4.2	-2.1	-6.4	COC(=O)c1cc(NC(=O)c2ccccc2)c(=O)oc1/C=C/Nc1ccc(Oc2ccccc2)cc1
7.0	3.7	1.6	Nc1ccc2c(c1)-c1ccc(F)cc1C2=O

PAFAH1B3 inh	PAFAH1B2 FP inh	PAFAH2 inh	Structure
-1.0	-1.4	6.5	Cn1c2ccccc2c(=O)c2ccc(NCc3ccc4c(c3)OCO4)cc21
4.1	-3.1	-3.7	C(=NN=C1c2ccccc2-c2ccccc21)c1ccc2c(c1)OCO2
-5.1	8.6	4.2	CC1(c2nnc(-c3ccncc3)o2)CC(c2ccc([N+](=O)[O-])cc2)=NO1 (configuration not stated)
12.0	-3.3	-4.4	S=C(Nc1ccc2c(c1)OCCO2)Nc1ccccc1Cl
-6.1	2.4	3.2	CCCc1sc(C(=O)Nc2nnc(C3CC3)s2)cc1CC
9.0	-6.6	1.5	COc1ccc(CNC(=O)C2CC(O)CN2C(=O)Nc2ccccc2)cc1 (configuration not stated)
3.3	2.7	-1.6	CN(C(=O)c1ccc(NC(=O)Cc2ccc(NC(=O)C3CCCN(C(=O)c4ccccc4)C3)cc2)cc1)C1CCCC1 (configuration not stated)
-1.8	-0.8	-1.5	COc1ccc(CC(=O)NCC(=O)N/N=C/c2ccco2)cc1
1.0	-2.1	6.4	COc1cc(C(C)=O)ccc1OCC(=O)Nc1cc(Cl)ccc1-n1cncn1
8.6	2.1	2.7	O=C(/C=C/c1ccc2c(c1)OCO2)N1CCCCC1
-3.9	2.8	-4.0	CCOC(=O)c1cnc2c(C)cc(C)cc2c1NCCCN1CCOCC1
8.7	-4.2	-2.9	Cc1cc2ncn(S(=O)(=O)c3ccc(S(N)(=O)=O)cc3)c2cc1C

# Retrieved by compound from the list above (6):
PAFAH1B3 inh	PAFAH1B2 FP inh	PAFAH2 inh	Structure
8.7	-4.2	-2.9	Cc1cc2ncn(S(=O)(=O)c3ccc(S(N)(=O)=O)cc3)c2cc1C
-1.8	-0.8	-1.5	COc1ccc(CC(=O)NCC(=O)N/N=C/c2ccco2)cc1
12.0	-3.3	-4.4	S=C(Nc1ccc2c(c1)OCCO2)Nc1ccccc1Cl
-3.9	2.8	-4.0	CCOC(=O)c1cnc2c(C)cc(C)cc2c1NCCCN1CCOCC1
4.1	-3.1	-3.7	C(=NN=C1c2ccccc2-c2ccccc21)c1ccc2c(c1)OCO2
1.0	-2.1	6.4	COc1cc(C(C)=O)ccc1OCC(=O)Nc1cc(Cl)ccc1-n1cncn1

# Part of the list above in order of SMILES length, falling.
PAFAH1B3 inh	PAFAH1B2 FP inh	PAFAH2 inh	Structure
-5.1	8.6	4.2	CC1(c2nnc(-c3ccncc3)o2)CC(c2ccc([N+](=O)[O-])cc2)=NO1 (configuration not stated)
1.0	-2.1	6.4	COc1cc(C(C)=O)ccc1OCC(=O)Nc1cc(Cl)ccc1-n1cncn1
-3.9	2.8	-4.0	CCOC(=O)c1cnc2c(C)cc(C)cc2c1NCCCN1CCOCC1
